Wee1 degr inh: human Wee1 degradation inhibition, primary screen. P30291. HeLa Luc-Wee1K328M stability, luciferase luminescence; 100% = proteasome inhibitor MG132 effect. reporter increase, % at 5 µM. 220,000 compounds, 1.2% hits;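 active = activation above the mean of all tested compounds plus 3 SD, set per screening run, cut at about 8.8% in these data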;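 also: cells exposed to compound for 20 h before luminescence read; 0% = DMSO alone and 100% = MG132 at 30 µM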
p97 inhibitor: inhibitors of human p97 ATPase | P55072 | recombinant p97 ATPase, Kinase-Glo ATP luminescence, 3 h | inhibition, % at 8 µM | 220,000 compounds, 0.42% hits; in the data active = inhibition above about 15%;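 also: 0% = DMSO vehicle and 100% = wells lacking enzyme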
FXIa inh 1536: blocks human coagulation factor XIa protease activity; P03951; purified FXIa, Boc-Glu-Ala-Arg-AMC fluorogenic substrate; inhibition, % at 5 µM; 220,000 compounds, 0.14% hits; AID 798;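 active = inhibition of at least 40%; inactive = inhibition below 40%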;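 also: fluorescence of freed AMC excited at 355 nm; 0% = enzyme without compound and 100% = no enzyme blank; many of its hits are not listed in these tables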
PERK inhibitor: human PERK inhibition, primary cell-based screen; Q9NZJ5; CHO PERK-DD fusion, SEAP luminescence translation reporter; inhibition, % at 5.6 µM; 220,000 compounds, 0.17% hits; AID 1416;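 active = inhibition above the mean inhibition of all tested compounds plus 3 SD, set separately per screening campaign, cut at about 2.9% in these data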;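 also: PERK kinase domain activated by AP20187 dimerizer at 100 nM; 0% = DMSO with dimerizer and 100% = rapamycin at 8.4 µM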
Cl transport mod: modulators of human KCC2 chloride dependent transport; 190,000 compounds, 2.2% hits; KCC2 cells, thallium flux FluoZin-2 fluorescence; AID 1456; Q9H2X9; B-score of Tl+ flux slope (higher = more flux/activation; lower = inhibition) at 10 µM;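 active = thallium flux slope and its plate-corrected score both differing from the plate sample mean at a set confidence after two filtering rounds, in either direction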;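 also: slope of fluorescence scaled to starting intensity during 10 to 20 s after thallium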
FXIIa inh 1536: factor XIIa (human) inhibition. 220,000 compounds, 0.3% hits. AID 800. P00748. inhibition, % at 5 µM. purified FXIIa, Boc-QGR-AMC fluorogenic substrate, 2 h; in the data active = inhibition above about 40%;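 also: 0% = enzyme with no compound and 100% = blank without enzyme; many of its hits are not listed in these tables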
hK5 inh: inhibitors of human kallikrein 5; recombinant hK5, fluorogenic AMC substrate cleavage; inhibition, % at 5 µM; 210,000 compounds, 0.59% hits;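 active = inhibition of 40% or more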;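 also: 0% = enzyme controls without compound and 100% = no-enzyme blanks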
Target sequence (Q9Y337 67-293 limits assumed): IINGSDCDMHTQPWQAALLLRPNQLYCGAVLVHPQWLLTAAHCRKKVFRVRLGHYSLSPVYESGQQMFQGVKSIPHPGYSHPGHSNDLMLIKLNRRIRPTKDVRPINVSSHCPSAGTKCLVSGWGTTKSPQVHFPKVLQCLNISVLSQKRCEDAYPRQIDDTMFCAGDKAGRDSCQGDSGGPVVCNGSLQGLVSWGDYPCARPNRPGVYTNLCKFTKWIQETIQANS
Thrombin inh: thrombin (human) inhibition; P00734; alpha-thrombin, Boc-VPR-AMC fluorogenic substrate cleavage; inhibition, % at 5 µM; 220,000 compounds, 0.26% hits; AID 1046;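 active = inhibition at or above 40%; inactive = inhibition below 40%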;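 also: 0% = enzyme with no compound and 100% = wells without enzyme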
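Test system: human alpha-thrombin; medium: pH 7.5 Tris-saline with Tween 20; times: reaction at room temperature; signal: AMC fluorescence at 355 nm excitation and 460 nm emission; also added: Boc-VPR-AMC substrate, 15 µM final; dosing: one concentration per compound, 5 µM, with 0.2% DMSO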
Furin inh: human furin inhibition | purified furin, fluorogenic substrate cleavage | inhibition, % at 30 µM | 220,000 compounds, 0.061% hits; in the data active = inhibition above about 25%; also: inactives centre near -15
Target sequence (P09958 108-714 limits assumed): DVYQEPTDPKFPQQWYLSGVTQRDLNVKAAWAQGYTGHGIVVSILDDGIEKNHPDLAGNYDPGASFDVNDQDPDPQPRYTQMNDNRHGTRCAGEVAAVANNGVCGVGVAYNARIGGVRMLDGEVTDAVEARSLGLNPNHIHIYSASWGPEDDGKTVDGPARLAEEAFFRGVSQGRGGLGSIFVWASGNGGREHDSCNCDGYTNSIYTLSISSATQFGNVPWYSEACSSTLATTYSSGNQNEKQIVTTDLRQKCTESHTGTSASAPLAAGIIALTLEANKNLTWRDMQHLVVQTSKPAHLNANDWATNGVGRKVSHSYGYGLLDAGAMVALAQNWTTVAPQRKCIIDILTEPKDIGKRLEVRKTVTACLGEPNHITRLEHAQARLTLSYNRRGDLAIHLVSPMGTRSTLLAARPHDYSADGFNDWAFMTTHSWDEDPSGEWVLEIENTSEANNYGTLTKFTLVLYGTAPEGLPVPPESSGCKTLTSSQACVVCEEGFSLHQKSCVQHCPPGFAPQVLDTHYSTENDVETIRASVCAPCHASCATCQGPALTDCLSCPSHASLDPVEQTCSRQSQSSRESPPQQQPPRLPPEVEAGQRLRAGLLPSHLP
Active calls of the source: *; · = no result given; [ ] = remark or other dose.

1	O=C(c1ccc(Cl)c([N+](=O)[O-])c1)N(Cc1ccccc1)C1CCS(=O)(=O)C1 (centres undefined)
2	O=c1[nH]c2ccc(S(=O)(=O)N3CCN(c4ccccc4F)CC3)cc2s1
3	COc1ccc(Nc2cc(=O)n(-c3ccccc3)c3c2c(=O)n(C)c(=O)n3C)cc1
4	Cc1nn(C)cc1C(N)=O
5	CN(C(=O)c1ccccc1OC1CCN(S(C)(=O)=O)CC1)C1CCOC1 (centres undefined)
6	Clc1ccc(-c2cc3ccccc3nc2N2CCCC2)cc1

Assay by compound	1	2	3	4	5	6
Wee1 degr inh	-1	3	-2	-3	1	-2
p97 inhibitor	4	0	-1	-6	-3	4
FXIa inh 1536	-3	-1	12	4	-9	-8
PERK inhibitor	0.9	-0.3	0.1	-0.7	0.1	0.5
Cl transport mod	0.16	-4.8*	-0.18	-0.39	1.5	·
FXIIa inh 1536	-1	1	9	17	4	3
hK5 inh	-2	-15	6	-10	-3	-8
Thrombin inh	-6	3	5	2	-12	-15
Furin inh	-14	-25	-35	-7	-8	-28[20 µM]

7	O=C(Nc1ccc(OCc2ccccc2)cc1)c1cccc([N+](=O)[O-])c1
8	COc1cccc2cc(C(=O)n3ccc(C)n3)c(=O)oc12
9	CCn1c(SCc2cccc(C)c2)nnc1-c1ccc(C)cc1
10	CN(CCN(C)C(C)(C)C)C(=O)C(c1ccccc1)c1ccccc1
11	O=C(CCCc1nc2ccccc2s1)N1CCN(S(=O)(=O)c2cccs2)CC1
12	O=C(Nc1ccccn1)c1cccc(S(=O)(=O)N2CCOCC2)c1

Assay by compound	7	8	9	10	11	12
Wee1 degr inh	0	-2	-3	0	-1	-1
p97 inhibitor	5	7	-8	-5	2	7
FXIa inh 1536	9	-4	-10	1	0	7
PERK inhibitor	0.5	0.6	-0.2	-0.1	-0.9	-0.9
Cl transport mod	-0.24	-0.54	-2.4	-0.76	0.018	-0.56
FXIIa inh 1536	15	8	-10	10	5	15
hK5 inh	7	1	4	-2	3	0
Thrombin inh	-2	-1	-3	-2	0	1
Furin inh	-17	-14[20 µM]	-7[20 µM]	6	-13	-6

13	Cc1ccc(Nc2nc(C)cc(C)n2)c(Br)c1
14	N#CC1=C(N)OC2=C(C(=O)CCC2)C1C1CC=CCC1 (centres undefined)
15	Cc1cc(Br)c(OCC(=O)NN)c2c1CCC2
16	CNC(=S)N1N=C2c3ccccc3CCC2C1c1ccccc1Cl (centres undefined)
17	CC(NC(=O)c1ccc(C(C)(C)C)cc1)C(=O)O (centres undefined)
18	O=C(COC(=O)C1(c2ccc(F)cc2)CCCC1)N1CCc2ccccc21

Assay by compound	13	14	15	16	17	18
Wee1 degr inh	-1	-2	3	3	2	-3
p97 inhibitor	-8	2	7	6	4	1
FXIa inh 1536	-5	2	6	2	-12	5
PERK inhibitor	0.0	0.6	1.4	0.8	0.3	1.0
Cl transport mod	1.1	·	·	-0.95	0.11	0.61
FXIIa inh 1536	-2	11	8	3	-13	10
hK5 inh	16	-5	3	-7	-26	-2
Thrombin inh	-4	-8	-1	-7	3	2
Furin inh	-6	-22	-4	-22	-12[20 µM]	-7

19	CSc1cccc(NC(=O)C2CCCN(S(=O)(=O)c3cnc[nH]3)C2)c1 (centres undefined)
20	CCc1ccc(N(C(=O)c2csnn2)C(C(=O)NC(C)(C)C)c2cccnc2)cc1 (centres undefined)
21	Cc1cc(C)cc(NC(=S)NCCCO)c1
22	C/C(=N\Nc1ccc2nncn2n1)c1ccco1
23	COc1ccc(S(=O)(=O)Nc2nc3ccccc3s2)cc1
24	CCCC(=O)Nc1ccccc1-c1nnn(CC(=O)Nc2ccc(OC)cc2)n1

Assay by compound	19	20	21	22	23	24
Wee1 degr inh	0	-1	0	-2	-2	0
p97 inhibitor	17*	0	3	4	-1	4
FXIa inh 1536	3	-2	7	7	7	-10
PERK inhibitor	1.3	0.1	0.8	1.4	1.3	-0.9
Cl transport mod	·	0.89	0.079	1.8	·	-1.2
FXIIa inh 1536	13	10	14	2	11	9
hK5 inh	-12	4	3	2	-8	-10
Thrombin inh	-6	-5	-3	-4	2	1
Furin inh	-44	-6	-25	-12	-15[20 µM]	-18[20 µM]

25	c1ccc2c(c1)Cn1nc(Cc3nc4c(s3)CCCC4)nc1-2
26	Cc1ccc(OCC(=O)n2cnnc2N)c(C)c1
27	COc1ccc(/C=C2/SC(=O)N(CCNC(=O)C3CCCN3C(=O)c3cccs3)C2=O)cc1 (centres undefined)
28	N#CCn1c2ccccc2c2nc3ccccc3nc21
29	COc1cccc(S(=O)(=O)NCc2ccc3c(c2)OCO3)c1
30	CCOC(=O)c1ccc(NC(=O)C(=O)NCCc2ccc(OC)cc2)cc1

Assay by compound	25	26	27	28	29	30
Wee1 degr inh	0	0	-1	-3	1	-1
p97 inhibitor	0	4	7	6	-5	4
FXIa inh 1536	-2	-27	5	-2	-2	-1
PERK inhibitor	0.5	0.9	0.0	0.1	0.5	1.5
Cl transport mod	-0.18	0.089	-2.5	0.12	-0.19	0.96
FXIIa inh 1536	14	20	3	11	12	9
hK5 inh	0	5	4	1	-8	-5
Thrombin inh	-3	7	-10	-3	1	-8
Furin inh	-17	-30[20 µM]	11	-23	-5[20 µM]	-18

31	CN1CCn2c1nc(N1CCCCC1)nc2=O
32	O=C(CN1CCC(NC(=O)c2cccc(F)c2)CC1)NCc1ccccc1F
33	CCOC(=O)C1(CCOc2ccccc2)CCN(Cc2cccc3c2OCO3)CC1
34	CCC(=Nc1ccccc1)C1=C(O)CC(C)(C)CC1=O
35	COC(=O)C1CC(Cl)CN1c1ncc(C(F)(F)F)cc1Cl (centres undefined)
36	CN(C(=O)c1coc(=O)c2ccccc12)c1ccccc1Cl

Assay by compound	31	32	33	34	35	36
Wee1 degr inh	-3	0	-3	9	-2	-3
p97 inhibitor	0	0	1	3	3	0
FXIa inh 1536	-3	-8	-4	-5	-1	-6
PERK inhibitor	1.2	-0.6	-1.2	0.5	0.0	-0.1
Cl transport mod	0.28	·	-0.039	-0.86	-1.1	0.63
FXIIa inh 1536	11	0	3	2	9	8
hK5 inh	-10	1	-4	-13	-5	-6
Thrombin inh	-4	-5	-6	-8	-7	-5
Furin inh	-13[20 µM]	-9	-15	-20	-18	-18

37	Nc1nonc1NC(=O)CSc1nc2ccccc2s1
38	Cc1c(CN(C)C)c2c(n1Cc1ccccc1)C(=O)c1ccc(Br)cc1-2
39	CC(C)(C)NC(=O)CCCCCCCC(=O)NC(C)(C)C
40	CCCc1nc(SCC(=O)N2CCc3ccccc3C2)c2ccccc2n1
41	CCCCCOC(=O)CSc1nnc(-c2ccccc2)c(=O)[nH]1
42	COc1cc(/C=N/NC(N)=O)cc(Br)c1OCc1ccccc1C

Assay by compound	37	38	39	40	41	42
Wee1 degr inh	2	0	-4	-1	1	-1
p97 inhibitor	3	-1	-4	3	5	9
FXIa inh 1536	2	3	-3	10	0	-6
PERK inhibitor	0.4	-1.6	-0.3	-0.1	2.3	2.4
Cl transport mod	-2.9	·	0.64	·	-0.35	·
FXIIa inh 1536	-4	14	7	8	10	16
hK5 inh	4	16	-5	3	-1	-6
Thrombin inh	0	1	-5	3	1	2
Furin inh	-15[20 µM]	-9[20 µM]	-17	-14[20 µM]	-13	-6[20 µM]

43	O=C(NCC(c1cccnc1)N1CCN(c2ccc(F)cc2)CC1)c1ccco1 (centres undefined)
44	CCO[C@@H]1OC(C(=O)N2CCN(Cc3ccc4c(c3)OCO4)CC2)=C[C@H](c2ccc(C(F)(F)F)cc2)[C@H]1CCCO
45	CCOC(=O)c1cnc2nc(C)nn2c1N
46	CN1CCN(c2nc(-c3cccs3)cs2)CC1
47	Nc1nc(Cl)nc2ccc(Br)cc12
48	Cc1ccc2nc(NC(=O)C3CCCN3C(=O)OC(C)(C)C)sc2c1 (centres undefined)

Assay by compound	43	44	45	46	47	48
Wee1 degr inh	6	-1	-3	-1	2	-1
p97 inhibitor	-4	-2	5	2	1	0
FXIa inh 1536	3	-3	-10	1	-6	3
PERK inhibitor	0.6	-0.1	1.1	1.6	1.0	-0.5
Cl transport mod	0.19	-1.3	0.067	0.97	1.9	0.14
FXIIa inh 1536	4	9	2	10	-4	6
hK5 inh	3	0	-4	3	-13	-1
Thrombin inh	3	-9	-17	0	-8	-2
Furin inh	-22	-25	-20	5	1	-23

49	Nc1ccc(Nc2ccncc2[N+](=O)[O-])cc1
50	Cc1ccsc1C(=O)OCC(=O)NCCCc1ccccc1
51	Cc1cc[n+](-c2[nH]c(=O)sc2/C=N/NC([S-])=Nc2ccccc2)cc1
52	Cc1nn(-c2ccc(F)cc2)c(C)c1/C=C/C(=O)N1CCNC(=O)C1
53	CN1CCN(/N=C/c2cccc(Cl)c2Cl)CC1
54	Cc1ccc(/C=C/C(=O)NCCCN2CCN(CCCNC(=O)/C=C/c3ccc(C)cc3)CC2)cc1

Assay by compound	49	50	51	52	53	54
Wee1 degr inh	-1	-4	-3	5	1	0
p97 inhibitor	-1	-8	9	0	6	5
FXIa inh 1536	-6	-2	12	3	0	-4
PERK inhibitor	-0.1	-0.8	-0.2	-0.4	0.5	0.1
Cl transport mod	-1.4	-2.3	0.11	0.061	1.1	0.0026
FXIIa inh 1536	5	3	17	10	10	2
hK5 inh	-6	-6	-8	-2	-7	-27
Thrombin inh	-6	-12	0	0	-6	-7
Furin inh	-17[20 µM]	-5	12	-23	-16	-16

55	CSc1nc2ccccc2cc1/C=C(\C#N)c1ccc(Cl)c(Cl)c1
56	O=[N+]([O-])c1ccc(-c2ccc(/C=N/Nc3nc(N4CCCCC4)nc(N4CCCCC4)n3)o2)cc1
57	Cc1cc2nc3c(nc2cc1C)C1(C(=O)N(C)C)CCC3(C)C1(C)C (centres undefined)
58	CCNC(=O)NC(=O)COC(=O)c1ccccc1SCC(=O)NC(=O)NCC
59	Cc1ccccc1-n1nc2c(c1NC(=O)c1cc3ccccc3oc1=O)CS(=O)(=O)C2
60	COc1cc(NC(=S)NCc2cccnc2)c(OC)cc1Cl
61	O=S(=O)(NCCn1cccc1)c1ccc2ccccc2c1
62	CCOC(=O)N1CCN(C(=O)c2cc(-c3ccc(OCC)cc3)nc3ccccc23)CC1

Assay by compound	55	56	57	58	59	60	61	62
Wee1 degr inh	-1	-1	5	-2	0	3	0	12*
p97 inhibitor	-3	2	-6	-1	5	4	6	-7
FXIa inh 1536	6	2	-1	-2	0	-6	0	1
PERK inhibitor	0.0	0.9	-0.6	1.9	0.2	0.6	0.7	-1.5
Cl transport mod	-2.4	0.63	1.8	1.1	·	0.00035	-0.037	-0.1
FXIIa inh 1536	20	11	6	10	12	2	4	4
hK5 inh	19	2	-6	-50	11	-3	-2	-13
Thrombin inh	6	1	1	-3	3	4	-7	-2
Furin inh	-9	-31	-13[20 µM]	-35	-6	-19	-24	-24
